Screening data deposited in PubChem by Sanford-Burnham Center for Chemical Genomics.
HKDC1 inh: HKDC1 (human) hexokinase inhibition; recombinant HKDC1, G6PDH/diaphorase resazurin coupled fluorescence; inhibition, % at 20 µM; 340,000 tested, 0.16% active; AID 493160;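 active means inhibition above about 35% when tested at 20 µM, limit read from the data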;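 further: plate controls were DMSO wells with enzyme for no effect and DMSO wells lacking enzyme for full effect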
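Test system: Recombinant HKDC1 (HK5) hexokinase enzyme, produced in-house | Input: HKDC1 at 5 µg/mL | Buffer or medium: Tris pH 8.0 buffer with MgCl2, Tween-20, BSA, BME | Schedule: 90 min reaction incubation at room temperature, dark | Technique: Resazurin-to-resorufin fluorescence via G6PDH and diaphorase coupling, 525/613 nm | Controls: DMSO wells with and without enzyme mix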
hIAP activ: human IAP activation | 330,000 tested, 0.16% active | purified human IAP, CDP-Star luminescence, 30 min; active compounds read high; 1 = vehicle-only enzyme, 0 = enzyme-free background | activation factor at 10 µM | AID 2524 | P09923;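 active means activation factor of the enzyme at least 2-fold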; further: the source names both 10 and 20 µM as test concentration; values of inactives mirror those of a sister screen read the other way
Target sequence (P09923 whole entry, looked up): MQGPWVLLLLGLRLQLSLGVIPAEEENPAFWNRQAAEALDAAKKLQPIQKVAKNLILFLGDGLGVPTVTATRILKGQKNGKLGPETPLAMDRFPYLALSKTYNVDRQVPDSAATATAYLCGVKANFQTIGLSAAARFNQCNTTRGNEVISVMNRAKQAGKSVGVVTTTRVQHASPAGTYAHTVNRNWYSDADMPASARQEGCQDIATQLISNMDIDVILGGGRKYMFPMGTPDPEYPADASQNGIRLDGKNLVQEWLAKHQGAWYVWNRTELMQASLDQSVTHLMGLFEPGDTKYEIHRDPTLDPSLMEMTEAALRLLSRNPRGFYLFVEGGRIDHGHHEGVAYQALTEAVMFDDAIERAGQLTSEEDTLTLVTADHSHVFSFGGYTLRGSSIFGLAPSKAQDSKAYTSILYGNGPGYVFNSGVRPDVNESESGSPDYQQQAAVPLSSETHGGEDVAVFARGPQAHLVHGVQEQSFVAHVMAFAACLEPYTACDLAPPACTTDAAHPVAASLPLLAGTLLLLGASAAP
A3A deaminase: blocks human APOBEC3A ssDNA deamination; P31941; recombinant A3A, FAM/TAMRA ssDNA deamination fluorescence; inhibition, % at 20 µM; 330,000 tested, 0.41% active; AID 493011;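 active means at least 40% inhibition at 20 µM here, with at most 30% in a related deaminase screen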;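 further: plate controls were A3A with DMSO for no effect and wells lacking A3A enzyme for full effect; some results filed as inactive read as strong as hits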
Target sequence (P31941 whole entry, looked up): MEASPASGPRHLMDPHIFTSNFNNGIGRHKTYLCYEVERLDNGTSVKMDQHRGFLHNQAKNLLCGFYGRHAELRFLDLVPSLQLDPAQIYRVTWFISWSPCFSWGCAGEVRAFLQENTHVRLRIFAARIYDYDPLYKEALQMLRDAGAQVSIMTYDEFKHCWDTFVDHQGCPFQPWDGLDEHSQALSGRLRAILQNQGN
ATG4B inhibitor: blocks human ATG4B protease cleavage of LC3 substrate; Q9Y4P1; ATG4B cleavage of LC3-PLA2, NBD-HPC fluorescence, 1 h; inhibition, % at 8.33 µM; 340,000 tested, 0.51% active; AID 504462; in the data active means inhibition above about 40%
hIAP inh: human IAP inhibition | P09923 | purified IAP, CDP-Star luminescence, 30 min | inhibition, % at 10 µM | 330,000 tested, 0.12% active;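 active means inhibition reaching a set limit with compound at 10 µM in the primary screen, cut at about 35% in these data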;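 further: plate controls were DMSO wells with enzyme for no effect and no-enzyme buffer wells for full effect; values of inactives mirror those of a sister screen read the other way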
mIAP act: mouse IAP activation. muIAP, CDP-Star luminescence, 30 min; active compounds read high; 1 = vehicle-only enzyme signal, 0 = enzyme-free wells. activation factor at 10 µM. 330,000 tested, 0.24% active;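 active means activation factor of at least 2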; further: the source names both 10 and 20 µM as test concentration; values of inactives mirror those of a sister screen read the other way
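also added = chemiluminescent substrate CDP-Star | test system = mouse IAP enzyme | signal = chemiluminescence readout | compound = DMSO-dissolved test compounds | incubation = 30 min at room temperature | benchmarks = DMSO wells, no-enzyme wells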
mIAP inh: blocks mouse intestinal alkaline phosphatase; purified mouse IAP, CDP-Star luminescence, 30 min; AID 2806; 330,000 tested, 0.2% active; inhibition, % at 10 µM;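 active means inhibition of at least 40% at 10 µM in the primary screen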;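 further: plate controls were DMSO with enzyme for no effect and no enzyme wells for full effect; values of inactives mirror those of a sister screen read the other way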
PfGluPho inh: PfG6PD (Plasmodium falciparum) enzyme inhibition; PfGluPho enzyme, NADPH resazurin-diaphorase fluorescence; 350,000 tested, 0.78% active; inhibition, % at 20 µM;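 active means inhibition reaching at least a set limit at 20 µM in the primary screen, cut at about 59% in these data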;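 further: 0% = DMSO wells with substrate and 100% = DMSO wells lacking glucose-6-phosphate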
Starred values were filed as active, the others as inactive.

For CC(C)c1nnc(NC(=O)c2nc(S(=O)(=O)Cc3ccccc3)ncc2Cl)s1 the results were HKDC1 inh 3.5, hIAP activ 1.02, A3A deaminase -0.7, ATG4B inhibitor -3.4, hIAP inh -2.2, mIAP act 0.892, mIAP inh 10.8 and PfGluPho inh -13.3.
For NC(=O)C1CCN(c2oc(-c3cccs3)nc2S(=O)(=O)c2ccc(Cl)cc2)CC1 the results were HKDC1 inh -1.0, hIAP activ 1.02, A3A deaminase -0.3, ATG4B inhibitor 23.4, hIAP inh -1.9, mIAP act 1.02, mIAP inh -1.9 and PfGluPho inh 9.2.
CCn1cc(C=O)c2cc(S(=O)(=O)N3CCOCC3)ccc21 was read as HKDC1 inh 5.2, hIAP activ 0.969, A3A deaminase 3.6, ATG4B inhibitor -2.4, hIAP inh 3.1, mIAP act 0.952, mIAP inh 4.8 and PfGluPho inh -4.2.
COC(=O)c1ccc2c(=O)n(CCCCCC(=O)N3CCN(c4ccc(F)cc4)CC3)c(=O)[nH]c2c1 was read as HKDC1 inh -3.0, hIAP activ 1.13, A3A deaminase 3.2, ATG4B inhibitor -4.6, hIAP inh -13.0, mIAP act 0.944, mIAP inh 5.6 and PfGluPho inh -2.1.
Cc1ccc(S(=O)(=O)NCC(=O)OCC(=O)c2ccc(Cl)s2)cc1 was read as HKDC1 inh -2.8, hIAP activ 1.03, A3A deaminase 1.1, ATG4B inhibitor -0.2, hIAP inh -3.5, mIAP act 0.955, mIAP inh 4.5 and PfGluPho inh -6.8.
For CN(Cc1cc2cc(F)ccc2[nH]1)Cc1nc(-c2cnccn2)no1 the results were HKDC1 inh -1.8, hIAP activ 0.92, A3A deaminase 4.2, ATG4B inhibitor -6.0, hIAP inh 8.0, mIAP act 0.99, mIAP inh 1.0 and PfGluPho inh 2.0.
For Cn1c2ccccc2c(=O)c2cc(C#Cc3ccsc3)ccc21 the results were HKDC1 inh 1.2, hIAP activ 1.09, A3A deaminase -0.4, ATG4B inhibitor -5.2, hIAP inh -8.8, mIAP act 1.07, mIAP inh -7.0 and PfGluPho inh 2.2.
Screening N#CCCn1cc(C=C(C#N)C#N)c(-c2ccc(-c3ccccc3)cc2)n1 returned HKDC1 inh 22.6, hIAP activ 0.954, A3A deaminase 4.6, ATG4B inhibitor -15.1, hIAP inh 4.6, mIAP act 0.936, mIAP inh 6.4 and PfGluPho inh 1.9.
For CCN1C(=O)N(CN2CCOCC2)C2C1N(CN1CCOCC1)C(=O)N2CC (stereo not given) the results were HKDC1 inh -8.7, hIAP activ 0.93, A3A deaminase -6.0, ATG4B inhibitor 3.5, hIAP inh 7.0, mIAP act 0.898, mIAP inh 10.2 and PfGluPho inh 10.6.
Screening COc1ccc(Cc2nnc(SCC(=O)Nc3ccc(C)cc3)n(N)c2=O)cc1 returned HKDC1 inh -3.0, hIAP activ 1.08, A3A deaminase -0.3, ATG4B inhibitor -13.4, hIAP inh -8.2, mIAP act 0.963, mIAP inh 3.7 and PfGluPho inh -6.6.
For COc1cc(CO)cc(-c2cc(CO)cc(OC)c2OC)c1OC the results were HKDC1 inh -4.6, hIAP activ 1.11, A3A deaminase 0.1, ATG4B inhibitor -5.5, hIAP inh -11.2, mIAP act 0.964, mIAP inh 3.6 and PfGluPho inh -7.4.
For COc1ccc2c(c1)c1ncn(CCCN3CCOCC3)c(=O)c1n2C the results were HKDC1 inh -1.8, hIAP activ 0.995, A3A deaminase -2.1, ATG4B inhibitor -3.2, hIAP inh 0.5, mIAP act 1.04, mIAP inh -4.3 and PfGluPho inh -5.6.
`CCOCC(=O)Nc1c(C(=O)N2CCN(c3ncccn3)CC2)oc2ccccc12` gave HKDC1 inh -0.3, hIAP activ 1.23, A3A deaminase -3.4, ATG4B inhibitor 3.8, hIAP inh -22.5, mIAP act 0.91, mIAP inh 9.0 and PfGluPho inh 3.7.
Screening CCc1ccc(CN(C)C(=O)c2cc(COc3cc(C)c(Cl)c(C)c3)on2)nc1 returned HKDC1 inh -0.1, hIAP activ 0.92, A3A deaminase -4.6, ATG4B inhibitor 28.2, hIAP inh 8.0, mIAP act 0.935, mIAP inh 6.5 and PfGluPho inh 23.7.
For Cc1nc(N2CCOCC2)[nH]c(=O)c1C(O)C(Cl)(Cl)Cl (stereo not given) the results were HKDC1 inh -7.5, hIAP activ 1.1, A3A deaminase -2.0, ATG4B inhibitor -3.8, hIAP inh -10.0, mIAP act 0.979, mIAP inh 2.1 and PfGluPho inh 8.9.
For CCc1ccc(C(=O)N/N=C/c2ccncc2)s1 the results were HKDC1 inh -1.5, hIAP activ 1.02, A3A deaminase -2.1, ATG4B inhibitor 1.4, hIAP inh -1.8, mIAP act 0.995, mIAP inh 0.5 and PfGluPho inh -18.5.
`O=C(NC(=S)NNC(=O)c1ccccc1[N+](=O)[O-])c1ccccc1` gave HKDC1 inh -9.0, hIAP activ 1.48, A3A deaminase -3.7, ATG4B inhibitor 6.3, hIAP inh -47.5, mIAP act 0.849, mIAP inh 15.1 and PfGluPho inh 52.6.
Screening Cc1ccoc1C(=O)NCc1occc1C(=O)O returned HKDC1 inh 6.3, hIAP activ 1.05, A3A deaminase 40.0, ATG4B inhibitor -3.6, hIAP inh -4.8, mIAP act 0.995, mIAP inh 0.5 and PfGluPho inh 9.1.
Screening O=C(Nc1ccc(SC(F)F)cc1)C1=CC=CN2CCS(=O)(=O)N=C12 returned HKDC1 inh 1.7, hIAP activ 0.95, A3A deaminase -0.7, ATG4B inhibitor -39.9, hIAP inh 5.0, mIAP act 0.846, mIAP inh 15.4 and PfGluPho inh -4.7.
For c1ccc(OCCCN2CCCC2)cc1 the results were HKDC1 inh -8.3, hIAP activ 0.862, A3A deaminase 0.8, ATG4B inhibitor -3.3, hIAP inh 13.8, mIAP act 0.946, mIAP inh 5.4 and PfGluPho inh -1.4.
`Clc1ccc(SCNc2ccccc2Cl)cc1` gave HKDC1 inh -4.8, hIAP activ 0.917, A3A deaminase -4.8, ATG4B inhibitor -3.7, hIAP inh 8.3, mIAP act 0.89, mIAP inh 11.0 and PfGluPho inh 25.7.
CCN(CC)CCn1c(NC(=O)c2ccc(Cl)cc2)nc2ccccc21 was read as HKDC1 inh -22.2, hIAP activ 0.844, A3A deaminase -1.8, ATG4B inhibitor -4.2, hIAP inh 15.6, mIAP act 0.961, mIAP inh 3.9 and PfGluPho inh 10.7.
Screening CCOC(=O)c1sc2nc(C)nc(NCc3ccccc3)c2c1C returned HKDC1 inh 6.9, hIAP activ 1.12, A3A deaminase -0.3, ATG4B inhibitor -12.2, hIAP inh -11.9, mIAP act 0.976, mIAP inh 2.4 and PfGluPho inh 13.4.
COc1ccc(CNC(=S)NCc2ccc(Cl)cc2)cc1OC was read as HKDC1 inh -0.8, hIAP activ 1, A3A deaminase -4.3, ATG4B inhibitor -13.3, hIAP inh 0.0, mIAP act 1.3, mIAP inh -30.1 and PfGluPho inh 16.1.
`COc1ccc(NC(=O)Nc2cccc(C)n2)c(OC)c1` gave HKDC1 inh -1.6, hIAP activ 0.946, A3A deaminase 1.2, ATG4B inhibitor 1.3, hIAP inh 5.4, mIAP act 0.957, mIAP inh 4.3 and PfGluPho inh 2.3.
For CCCCC(=O)c1c(C)cc(C)[nH]c1=O the results were HKDC1 inh -2.7, hIAP activ 1.05, A3A deaminase -1.2, ATG4B inhibitor -9.9, hIAP inh -4.6, mIAP act 0.976, mIAP inh 2.4 and PfGluPho inh 6.4.
`COCCNCC(O)CON=C1c2ccccc2-c2ccccc21` (stereo not given) gave HKDC1 inh 0.7, hIAP activ 1.29, A3A deaminase 1.2, ATG4B inhibitor 3.3, hIAP inh -28.8, mIAP act 1.05, mIAP inh -5.3 and PfGluPho inh -0.6.
For COc1ccc(NC(=O)C2C3C=CC4(O3)C2C(=O)N(CCN2CCCCC2)C4C(=O)NC2CCCC(C)C2C)cc1 (stereo not given) the results were HKDC1 inh -1.2, hIAP activ 1.22, A3A deaminase -3.8, ATG4B inhibitor -3.1, hIAP inh -22.0, mIAP act 1.08, mIAP inh -8.1 and PfGluPho inh -7.0.
For CC(C)[C@@]1(c2ccc(Cl)cc2)ON(c2ccccc2C(F)(F)F)C1=O the results were hIAP activ 0.931, A3A deaminase -0.7, hIAP inh 6.9, mIAP act 0.93 and mIAP inh 7.0.
For O=C1N/C(=C/c2ccc(N3CCCC3)cc2)C(=O)N1c1ccccc1 the results were HKDC1 inh 5.1, hIAP activ 0.94, A3A deaminase 0.1, ATG4B inhibitor 10.4, hIAP inh 6.0, mIAP act 0.938, mIAP inh 6.2 and PfGluPho inh -9.2.
Screening CC(C)c1cccc(C(C)C)c1NC(=O)CNCc1ccccc1F returned HKDC1 inh 15.0, hIAP activ 1.1, A3A deaminase -6.4, ATG4B inhibitor 0.0, hIAP inh -10.5, mIAP act 0.988, mIAP inh 1.2 and PfGluPho inh -15.2.
For COc1ccc(NC(=O)Nc2ccc3nc(C)c(C)nc3c2)cc1 the results were HKDC1 inh 8.1, hIAP activ 1.02, A3A deaminase -6.2, ATG4B inhibitor -9.7, hIAP inh -2.0, mIAP act 0.997, mIAP inh 0.3 and PfGluPho inh -8.7.
`Cc1cc(NC(=O)c2cccc(N3C(=O)CCC3=O)c2)no1` gave HKDC1 inh -11.7, hIAP activ 0.822, A3A deaminase -3.3, ATG4B inhibitor 6.7, hIAP inh 17.8, mIAP act 1.03, mIAP inh -3.3 and PfGluPho inh 10.0.
For CCOc1cc(S(=O)(=O)NCCc2ccc(OC)c(OC)c2)c(OCC)cc1-n1cnnn1 the results were HKDC1 inh 13.0, hIAP activ 0.867, A3A deaminase -1.6, ATG4B inhibitor -7.4, hIAP inh 13.3, mIAP act 0.947, mIAP inh 5.3 and PfGluPho inh -4.2.
For COC(=O)c1ccc(S(=O)(=O)N(Cc2ccccc2)Cc2ccccc2)n1C the results were HKDC1 inh -2.1, hIAP activ 1.05, A3A deaminase -1.7, ATG4B inhibitor 11.1, hIAP inh -5.5, mIAP act 0.98, mIAP inh 2.0 and PfGluPho inh 5.3.
O=C(CCC(=O)N1CCOc2ccc(Cl)cc21)NCCCN1CCN(Cc2ccccc2)CC1 was read as HKDC1 inh -6.6, hIAP activ 1, A3A deaminase -1.2, ATG4B inhibitor -15.8, hIAP inh -0.1, mIAP act 1.06, mIAP inh -6.1 and PfGluPho inh 11.3.
`COc1ccc(CNC(=O)c2cccc(NC3=NC4CS(=O)(=O)CC4S3)c2)cc1` (stereo not given) gave HKDC1 inh -0.9, hIAP activ 0.921, A3A deaminase -6.4, ATG4B inhibitor -0.7, hIAP inh 7.9, mIAP act 0.954, mIAP inh 4.6 and PfGluPho inh 1.7.
CN(C)C(CNC(=O)/C=C/c1cccc(Cl)c1)c1ccccc1 (stereo not given) was read as HKDC1 inh -0.3, hIAP activ 0.966, A3A deaminase 0.2, ATG4B inhibitor -0.2, hIAP inh 3.4, mIAP act 0.959, mIAP inh 4.1 and PfGluPho inh -14.8.
Cc1cc(F)ccc1NC(=O)C1CSC2(C)CCC(=O)N12 (stereo not given) was read as HKDC1 inh -6.4, hIAP activ 1.05, A3A deaminase -1.1, ATG4B inhibitor 4.4, hIAP inh -5.4, mIAP act 0.972, mIAP inh 2.8 and PfGluPho inh -8.1.
`C=CC(=O)NCC1OCCc2ccccc21` (stereo not given) gave HKDC1 inh 8.2, hIAP activ 1, A3A deaminase -4.7, ATG4B inhibitor 6.8, hIAP inh -0.4, mIAP act 0.919, mIAP inh 8.1 and PfGluPho inh -6.2.
